Bioassay records: PubChem BioAssay, several laboratories
Rac1 wt modul: modulators of human Rac1 wildtype GTP binding; GTP binding activity (% of control), % at 10 µM; GST-Rac1 beads, fluorescent GTP binding, flow cytometry; actives lie on both sides; 0 = cold GTP competed, 100 = untreated; 0.27% of 190,000 active;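 active means GTP binding activity at least 20 points away from the 100% control level, either lower or higher; inconclusive means compound flagged as likely green fluorescent, judged across all proteins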
Rab7 wt modul: alters GTP binding to wildtype dog Rab7. GST-Rab7 beads, fluorescent GTP binding, flow cytometry; actives lie on both sides; untreated = 100%, excess cold GTP = 0%. 0.055% of 190,000 active. GTP binding activity (percent of control), % at 10 µM;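 active means fluorescent GTP binding to Rab7 beads changed by at least 20 points from the 100% baseline, either direction, mostly lower; inconclusive means compound itself probably fluorescent, or too few beads counted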;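 further: median green fluorescence of bound Bodipy-FL-GTP per Rab7 bead population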
Pf gametocyte: P. falciparum stage V gametocyte viability inhibition. P. falciparum stage V gametocytes, ATP luminescence, 24 h. inhibition, % at 10.9 µM. 0.065% of 150,000 active. AID 743093;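 active means inhibition above the mean plus 3 SD of compounds within the control limits, set per campaign, cut at about 38% in these data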;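 further: 0% = DMSO wells and 100% = medium only without gametocytes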
Bim-Mcl-1: inhibitors of Bim-Mcl-1 interaction, human | Bead-based flow cytometry, Bim peptide-Mcl-1 binding | Q07820 | inhibition, % at 10 µM | AID 1009 | 0.1% of 190,000 active; in the data active means inhibition above about 40%;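 further: 0% = no compound tracer wells and 100% = peptide blocker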
Target sequence (Q07820 whole entry, looked up): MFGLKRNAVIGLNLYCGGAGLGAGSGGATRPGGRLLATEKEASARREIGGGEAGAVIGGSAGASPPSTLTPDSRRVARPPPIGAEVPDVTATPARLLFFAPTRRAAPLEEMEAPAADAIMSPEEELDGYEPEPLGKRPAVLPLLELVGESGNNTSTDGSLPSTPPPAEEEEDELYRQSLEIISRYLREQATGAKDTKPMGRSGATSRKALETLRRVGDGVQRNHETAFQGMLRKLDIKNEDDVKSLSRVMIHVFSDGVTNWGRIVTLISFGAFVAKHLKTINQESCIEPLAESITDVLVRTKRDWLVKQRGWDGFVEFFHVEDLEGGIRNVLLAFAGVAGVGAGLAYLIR
HRas wt GTP: human HRas wildtype GTP binding, change in either direction. GST-Ras wt beads, Bodipy-FL-GTP binding, flow cytometry; actives lie on both sides. GTP binding activity, % at 10 µM. 0.14% of 190,000 active. AID 759;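 active means GTP binding activity at least 20% away from the 100% baseline, either lowered as inhibitor or raised as activator; inconclusive means flagged as likely green fluorescent, judged across all proteins in the well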;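 further: 0% = unlabeled GTP competition control and 100% = no-compound control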
Target sequence (P01112 whole entry, looked up): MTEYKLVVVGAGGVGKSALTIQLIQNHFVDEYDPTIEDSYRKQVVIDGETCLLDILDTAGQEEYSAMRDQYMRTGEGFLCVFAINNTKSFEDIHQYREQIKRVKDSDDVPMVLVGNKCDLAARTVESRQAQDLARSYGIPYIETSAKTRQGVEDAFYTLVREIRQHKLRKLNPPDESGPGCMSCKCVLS
Mcl1 Noxa PPI: Mcl-1/Noxa interaction inhibition; AID 1022; TR-FRET Mcl-1/Noxa peptide binding, 2 h; inhibition, % at 21.7 µM; 1.5% of 220,000 active; Q07820;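 active means compounds that cut the protein-peptide binding signal by more than 50% relative to plate controls in a single-dose test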;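 further: His-tagged Mcl-1 with rhodamine Noxa BH3 peptide and terbium anti-His antibody; 0% = Mcl-1 plus Noxa peptide wells and 100% = peptide-only wells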
Rab2 wt GTP: changes GTP binding to wildtype dog Rab2A, up or down; GST-Rab2 wt beads, Bodipy-GTP binding, flow cytometry; 0.19% of 190,000 active; GTP binding activity, % at 10 µM; P61105; AID 760;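 active means GTP binding activity at least 20 points away from 100%, either lowered or raised; inconclusive means signal likely due to the compound's own green fluorescence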;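 further: 0% = beads with excess unlabeled GTP and 100% = no-compound control corrected for plate trend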
Cdc42 wt GTP: changes GTP binding to wildtype human Cdc42; P60953; GST-Cdc42 beads, Bodipy-GTP binding, flow cytometry; actives lie on both sides; percent activity (GTP binding), % at 10 µM; 0.2% of 190,000 active; AID 761;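 active means percent activity GTP binding at least 20 points away from the 100% baseline, either down as inhibitor or up as activator; inconclusive means compound flagged as likely green fluorescent from well-wide comparison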;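 further: median bead fluorescence of bound Bodipy-FL-GTP at 100 nM; 0% = excess unlabeled GTP control and 100% = no compound control; below 100% means less GTP binding so inhibitor and above means activator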
Target sequence (P60953 whole entry, looked up): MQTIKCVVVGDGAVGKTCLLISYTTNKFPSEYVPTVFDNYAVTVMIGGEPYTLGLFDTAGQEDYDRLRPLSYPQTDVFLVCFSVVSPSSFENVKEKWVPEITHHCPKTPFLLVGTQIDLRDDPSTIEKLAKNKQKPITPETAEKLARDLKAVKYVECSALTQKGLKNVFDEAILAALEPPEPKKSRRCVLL
Avidin fluor: avidin bead compound fluorescence profile | Avidin beads, compound fluorescence 488/530 nm, flow cytometry; stronger effect = higher value | 0.38% of 220,000 active | AID 1775 | fluorescence (KMESF) at 10 µM; in the data active means fluorescence above about 47; further: inactives centre near 10
Rac1 mut GTP: alters GTP binding to activated mutant human Rac1 | P63000 | GST-Rac1 activated beads, fluorescent GTP binding, flow cytometry; actives lie on both sides; 100% means binding = to untreated wells | percent activity (GTP binding), % at 10 µM | 0.11% of 190,000 active | AID 764;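 active means GTP binding at least 20 percentage points away from the 100% baseline, in either direction, so actives lie on both sides; inconclusive means Compound likely fluorescent itself, or too few beads counted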
Mcl1-Bid inh: Mcl-1/Bid interaction inhibition; 0.97% of 220,000 active; Q07820; TR-FRET Mcl-1/Bid-Dy647 peptide binding, 1536-well; inhibition, % at 21.7 µM;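 active means compounds that cut the binding signal by more than half at the single screening dose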;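 further: His-tagged Mcl-1 with europium anti-His antibody binding Bid BH3 peptide; 0% = Mcl-1 plus peptide wells and 100% = peptide-only wells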
Active calls of the source: *; ? = inconclusive; / = no result given.

Each structure is followed by: Mcl1-Bid inh, Pf gametocyte, Mcl1 Noxa PPI, Rac1 wt modul, Rab2 wt GTP, HRas wt GTP, Rab7 wt modul, Avidin fluor, Bim-Mcl-1, Cdc42 wt GTP, Rac1 mut GTP
CCCNC(=O)C1CCN(S(=O)(=O)c2ccc(-c3nn[nH]n3)cc2)CC1
  22.0, /, 2.7, 105.0, 101.0, 100.0, 100.0, 36, -3.0, 102.0, 100.0
C/C(Cn1cnc([N+](=O)[O-])n1)=N\NC(=O)c1cccnc1
  -19.0, -11.2, 16.8, 105.0, 102.0, 102.0, 97.0, 16, -3.0, 101.0, 102.0
CCC(C)(C)c1ccc(OCCCC[n+]2ccc(C)cc2)c(C(C)(C)CC)c1
  9.2, 23.1, 5.7, 103.0, 98.0, 100.0, 101.0, 8, 0.0, 99.0, 96.0
Cc1[nH]n(-c2ccccc2)c(=O)c1/C=N/N(c1ccccc1)c1ccccc1
  -70.5, -9.0, -51.1, 93.0, 91.0, 93.0, 95.0, 9, -2.0, 88.0, 89.0
CCN(CC)C(=O)CSc1nnc(-c2ccco2)n1Cc1ccco1
  -38.8, 0.3, 4.6, 108.0, 100.0, 104.0, 100.0, 19, -4.0, 103.0, 101.0
Cc1cccn2c(NCc3ccc4c(c3)OCO4)c(-c3ccc(O)cc3)nc12
  -35.1, 2.3, 0.8, 99.0, 95.0, 95.0, 96.0, 12, 0.0, 94.0, 98.0
CCOc1ccc(CNC(=O)C2CCN(S(=O)(=O)CC)CC2)cc1OC
  -8.2, /, -8.0, 102.0, 106.0, 105.0, 99.0, 15, 1.0, 109.0, 101.0
CCOc1ccccc1Nc1cc(C)nc2nnnn12
  -10.7, 14.5, -6.3, 103.0, 97.0, 99.0, 98.0, 16, 0.0, 97.0, 96.0
Cc1ccc(-c2n[nH]c(=S)n2/N=C/c2ccc(C)o2)cc1
  -62.0, 8.8, 36.1, 103.0, 99.0, 101.0, 98.0, 11, -7.0, 103.0, 99.0
CC(=O)Nc1nonc1-c1nc2ccccc2n1Cc1ccccc1
  -41.5, 18.1, -4.6, 106.0, 97.0, 98.0, 101.0, 19, 1.0, 101.0, 101.0
CC(C)(C)Nc1nc(N2CCCC2)nc(N2CCCC2)n1
  -1.9, /, 4.9, 101.0, 100.0, 102.0, 100.0, 33, -2.0, 102.0, 99.0
COc1ccc(C)cc1-n1nnnc1SCC(=O)c1cc(C)n(Cc2ccco2)c1C
  -2.2, /, -28.0, 103.0, 99.0, 98.0, 97.0, 13, -2.0, 99.0, 100.0
COc1ccccc1NC(=O)CN1CCN(CC(=O)Nc2cc(NC(C)=O)ccc2OC)CC1
  -16.2, -7.2, -3.0, 108.0, 105.0, 106.0, 103.0, 12, 0.0, 108.0, 103.0
CCc1cccc(OCC(=O)Nc2ccc(S(=O)(=O)Nc3onc(C)c3C)cc2)c1
  -18.6, /, 18.7, 101.0, 98.0, 98.0, 98.0, 6, 0.0, 99.0, 97.0
CCn1c(SCC(=O)Nc2ccccc2)nc2c1c(=O)n(C)c(=O)n2C
  -9.5, /, 11.9, 103.0, 93.0, 98.0, 94.0, 6, -5.0, 95.0, 96.0
CCn1c(-c2ccsc2)nc2c1c(=O)[nH]c(=O)n2Cc1ccccc1
  -23.8, -8.4, 5.5, 99.0, 97.0, 100.0, 99.0, 4, 1.0, 97.0, 97.0
O=c1cc(O)c(-c2ccc(Cl)c(Cl)c2)c(Cl)[nH]1
  -38.1, 5.0, 1.1, 95.0, 93.0, 92.0, 92.0, 12, -1.0, 94.0, 92.0
CC(=O)Nc1ccc(N2C(=O)CSC2c2ccc(F)cc2)cc1 (configuration not stated)
  -17.6, 14.2, 10.6, 102.0, 98.0, 99.0, 100.0, 12, -1.0, 99.0, 100.0
N#Cc1ccccc1NC(=O)c1cccc(COc2ccc(Cl)cc2Cl)c1
  -20.4, 12.0, 8.0, 103.0, 97.0, 101.0, 100.0, 11, -5.0, 97.0, 99.0
COc1ccc(-c2nn3c(-c4ccccc4)nnc3s2)cc1OC
  -26.8, /, -3.4, 96.0, 88.0, 89.0, 95.0, 4, 5.0, 88.0, 95.0
COc1cccc(NC(=O)CN(C)C(C)C(=O)Nc2ccc(S(=O)(=O)N3CCCC3)cc2)c1 (configuration not stated)
  -30.8, 2.0, 1.5, 99.0, 100.0, 98.0, 102.0, 9, 0.0, 98.0, 95.0
COC(=O)c1ccsc1NC(=O)CSc1nnnn1Cc1ccccc1
  -14.9, 16.8, 1.6, 105.0, 96.0, 95.0, 98.0, 35, -4.0, 100.0, 96.0
Cc1ccc2c(c1)c(-c1ccccc1)nc1nncn12
  -31.9, /, -17.5, ?, ?, ?, ?, 5, 1.0, ?, ?
O=S(=O)(/N=C(\c1ccc(Cl)cc1)N1CCOCC1)c1ccccc1
  -19.9, 3.4, 3.9, 100.0, 99.0, 102.0, 96.0, 7, -2.0, 100.0, 99.0
CCCCCn1c(=O)c(C(=O)c2ccccc2)nc2ccccc21
  10.2, -9.2, 5.2, 101.0, 101.0, 101.0, 100.0, 26, -2.0, 102.0, 100.0
Brc1ccc(-c2nnc3n2-c2ccccc2CC3)cc1
  -13.2, /, -21.0, 98.0, 94.0, 97.0, 97.0, 4, 1.0, 96.0, 95.0
CCCN(CCC)CCNC(=O)C1CC(=O)N(c2ccc(OC)cc2)C1c1ccc(OC)cc1 (configuration not stated)
  60.5*, /, 9.5, 100.0, 99.0, 103.0, 102.0, 30, 0.0, 100.0, 99.0
O=C1CCN=C(Nc2ccc(F)cc2)N1Cc1ccccc1
  5.1, -26.5, -9.2, 98.0, 98.0, 100.0, 99.0, 4, -2.0, 99.0, 98.0
CC(C)c1ccc(C(=O)NCCCN2CCN(CCCNC(=O)c3ccc(C(C)C)cc3)CC2)cc1
  -3.9, 2.2, 7.7, 101.0, 101.0, 100.0, 102.0, 3, -4.0, 99.0, 93.0
CCOC(=O)CC(NS(=O)(=O)c1ccc(OC)c(OC)c1)c1cccc([N+](=O)[O-])c1 (configuration not stated)
  -20.7, /, 17.4, 106.0, 102.0, 103.0, 101.0, 11, 0.0, 106.0, 102.0
CC(C(=O)NC1CC1)c1ncc(C(F)(F)F)cc1Cl (configuration not stated)
  4.3, -0.4, -2.9, 105.0, 104.0, 105.0, 106.0, 10, -2.0, 103.0, 98.0
Cc1cccc(OCC(=O)Nc2ccc(N3CCCC3)cc2)c1C
  -24.0, /, 61.7*, 98.0, 96.0, 98.0, 94.0, 4, 20.0, 95.0, 99.0
CC(c1ccon1)N(C)C(=O)CCc1nnc(C2(c3ccc(Cl)cc3)CCC2)o1 (configuration not stated)
  -23.2, 13.4, 14.5, 93.0, 94.0, 91.0, 94.0, 3, 2.0, 96.0, 92.0
CCN(C(=O)CCS(=O)(=O)c1ccc(Br)cc1)c1ccc2c(c1)OCO2
  -36.7, 5.6, 2.9, 103.0, 99.0, 100.0, 102.0, 24, 0.0, 101.0, 98.0
O=C(CN1C(=O)c2cccc3cccc(c23)C1=O)N1CCN(Cc2ccc3c(c2)OCO3)CC1
  -38.4, /, /, 91.0, 93.0, 94.0, 95.0, 11, 0.0, 94.0, 92.0
COc1ccc(-n2c(SCCC(=O)O)nnc2-c2ccncc2)cc1
  -5.4, /, 4.5, 103.0, 98.0, 100.0, 96.0, 22, 1.0, 102.0, 99.0
CCNC(=O)COc1cccc(C(=O)NCc2ccccc2)c1
  -22.5, 18.0, 4.0, 103.0, 101.0, 100.0, 100.0, 13, 1.0, 100.0, 100.0
Cc1ccc(C(C(=O)NC2CCCC2)N(C(=O)Cc2cccs2)c2ccc3c(c2)OCCO3)cc1 (configuration not stated)
  -20.1, 8.2, 3.5, 98.0, 95.0, 97.0, 95.0, 7, 1.0, 97.0, 95.0
CC1=C(C)CC(C(=O)NCCc2ccccc2)C(C(=O)O)C1 (configuration not stated)
  -18.3, 16.0, 17.5, 105.0, 102.0, 101.0, 104.0, 9, 2.0, 105.0, 99.0
CCOc1ccc(N2C(=O)CC(n3nc(C)cc3C)C2=O)cc1 (configuration not stated)
  -1.6, /, 4.2, 107.0, 102.0, 102.0, 103.0, 31, 0.0, 104.0, 102.0
C=CCC(NC(C)c1ccccc1)c1ccco1 (configuration not stated)
  17.4, 13.7, 6.0, 103.0, 100.0, 101.0, 100.0, 30, 4.0, 101.0, 98.0
COc1cc(/C=N/Nc2nncn2/N=C/c2ccc(O)c(OC)c2)ccc1O
  -5.1, 14.9, 48.5, 75.0*, 79.0*, 76.0*, 91.0, 7, 4.0, 77.0*, 86.0
O=C(c1nc2ccccn2c1CNCC1OCCc2ccccc21)N1CCOCC1 (configuration not stated)
  -39.5, -19.1, -3.1, 102.0, 98.0, 98.0, 101.0, 7, -2.0, 99.0, 100.0
CC(Sc1nnc(Cn2c(=O)sc3ccccc32)n1C)c1ccccc1 (configuration not stated)
  -2.3, /, -11.8, 104.0, 101.0, 103.0, 105.0, 24, -4.0, 99.0, 100.0

Of the compounds above, 2 contain two or more sulfur atoms:
Each structure is followed by: Mcl1-Bid inh, Pf gametocyte, Mcl1 Noxa PPI, Rac1 wt modul, Rab2 wt GTP, HRas wt GTP, Rab7 wt modul, Avidin fluor, Bim-Mcl-1, Cdc42 wt GTP, Rac1 mut GTP
COC(=O)c1ccsc1NC(=O)CSc1nnnn1Cc1ccccc1
  -14.9, 16.8, 1.6, 105.0, 96.0, 95.0, 98.0, 35, -4.0, 100.0, 96.0
CC(Sc1nnc(Cn2c(=O)sc3ccccc32)n1C)c1ccccc1 (configuration not stated)
  -2.3, /, -11.8, 104.0, 101.0, 103.0, 105.0, 24, -4.0, 99.0, 100.0
